# High-throughput results: PubChem BioAssay, The Scripps Research Institute Molecular Screening Center
# PAD4 inh – PAD4 (human) enzyme inhibition. Q9UM07. recombinant PAD4, RCA probe fluorescence polarization. inhibition, % at 6.36 µM. actives 0.41% (n = 330,000);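 active = percent inhibition above a cutoff equal to the mean of all tested compounds plus 3 SD, cut at about 15% in these data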;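 also: 0% = PAD4 with RCA probe and DMSO and 100% = probe without PAD4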
# GSTO1 inh – GSTO1 inhibition, counter-screen for RBBP9 inhibitors | actives 1.1% (n = 300,000) | inhibition, % at 5.96 µM | recombinant GSTO1, activity-based probe fluorescence polarization | P78417;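 active = inhibition above the campaign mean inhibition plus 3 SD, cut at about 35% in these data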;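 also: 0% = GSTO1-1 with DMSO and 100% = wells lacking GSTO1-1 enzyme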
# PAFAH2 FP inh – PAFAH2 (human) inhibition; Q99487; recombinant PAFAH2, FP-rhodamine activity probe, fluorescence polarization; inhibition, % at 3.39 µM; actives 0.99% (n = 340,000);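 active = inhibition above the mean over all tested compounds plus 3 SD, cut at about 30% in these data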;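 also: inhibitors block probe labeling of enzyme so polarization drops; 0% = enzyme with DMSO and 100% = wells lacking PAFAH2 protein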
# PME-1 inh – blocks human protein phosphatase methylesterase 1; inhibition, % at 5.9 µM; recombinant PME-1, FP-Rh probe fluorescence polarization; AID 2130; Q9Y570; actives 0.53% (n = 320,000);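 active = inhibition above the campaign mean of all compounds plus 3 SD, cut at about 26% in these data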;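 also: competitive labeling of PME-1 active site by serine hydrolase directed probe; 0% = PME-1 with DMSO and 100% = wells lacking PME-1 enzyme; inhibitors block probe labeling so polarization falls and inhibition rises; many of its hits are not listed in these tables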
# Target sequence (Q9Y570 whole entry, looked up): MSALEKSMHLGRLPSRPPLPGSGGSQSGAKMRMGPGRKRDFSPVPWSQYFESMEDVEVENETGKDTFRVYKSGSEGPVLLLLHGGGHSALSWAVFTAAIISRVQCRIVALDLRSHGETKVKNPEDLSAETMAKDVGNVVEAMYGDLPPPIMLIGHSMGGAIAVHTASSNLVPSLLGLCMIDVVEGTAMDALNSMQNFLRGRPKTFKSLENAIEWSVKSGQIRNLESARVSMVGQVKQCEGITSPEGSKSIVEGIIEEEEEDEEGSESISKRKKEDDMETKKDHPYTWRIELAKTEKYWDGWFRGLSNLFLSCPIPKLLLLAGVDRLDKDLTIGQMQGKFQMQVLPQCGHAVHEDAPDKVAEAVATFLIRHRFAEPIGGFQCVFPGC
# PAFAH1B2 FP inh – blocks human PAF acetylhydrolase 1b catalytic subunit 2. P68402. recombinant PAFAH1B2, FP-rhodamine activity probe, fluorescence polarization. inhibition, % at 3.39 µM. actives 1.2% (n = 340,000);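 active = inhibition above the mean of all tested compounds plus 3 SD, cut at about 24% in these data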;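 also: 0% = enzyme with DMSO and 100% = wells lacking PAFAH1B2; many of its hits are not listed in these tables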
# pPAFAH inh – inhibitors of human plasma PAF acetylhydrolase (pPAFAH). recombinant pPAFAH, FP-rhodamine probe fluorescence polarization. inhibition, % at 3.39 µM. actives 1.5% (n = 330,000). AID 463082;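 active = inhibition above the mean inhibition across the screen plus 3 SD, cut at about 25% in these data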;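 also: inhibitors block binding of the rhodamine activity-based probe so polarization drops; 0% = enzyme with DMSO and 100% = wells lacking pPAFAH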
# Fam108B counter – counter-screen for RBBP9 inhibitors: inhibitors of mouse Fam108B | inhibition, % at 9.51 µM | actives 0.33% (n = 300,000) | AID 1947 | recombinant Fam108B, FP-Rh probe fluorescence polarization;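 active = inhibition above the screen mean inhibition plus 3 SD, computed separately per campaign, cut at about 18% in these data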;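 also: inhibitors lower polarization as less probe binds the enzyme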
# PAFAH1B3 FP inh – PAFAH1B3 (human) inhibition | Q15102 | recombinant PAFAH1B3, FP-rhodamine probe, fluorescence polarization | inhibition, % at 3.39 µM | actives 0.28% (n = 340,000) | AID 492972;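 active = inhibition above the screen-wide average of all tested compounds plus 3 SD, cut at about 25% in these data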;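 also: 0% = enzyme with DMSO only and 100% = wells lacking PAFAH1B3 protein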
# Target sequence (Q15102 whole entry, looked up): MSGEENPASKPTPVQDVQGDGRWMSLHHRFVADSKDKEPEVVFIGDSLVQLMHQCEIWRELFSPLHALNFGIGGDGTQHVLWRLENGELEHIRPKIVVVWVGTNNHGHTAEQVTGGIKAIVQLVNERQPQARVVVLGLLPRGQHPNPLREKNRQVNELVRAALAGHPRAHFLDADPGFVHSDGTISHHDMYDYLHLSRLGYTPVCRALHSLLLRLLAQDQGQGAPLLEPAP
# LYPLA1 counter – counter-screen for PME1 inhibitors: inhibitors of human LYPLA1; recombinant LYPLA1, FP-Rh probe fluorescence polarization; inhibition, % at 5.9 µM; actives 0.16% (n = 320,000);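 active = inhibition above the mean of all tested compounds plus 3 SD, set per campaign, cut at about 14% in these data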;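 also: inhibitors block serine hydrolase probe labeling of LYPLA1 so polarization falls; 0% = enzyme with DMSO and 100% = wells lacking LYPLA1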
# Target sequence (O75608 whole entry, looked up): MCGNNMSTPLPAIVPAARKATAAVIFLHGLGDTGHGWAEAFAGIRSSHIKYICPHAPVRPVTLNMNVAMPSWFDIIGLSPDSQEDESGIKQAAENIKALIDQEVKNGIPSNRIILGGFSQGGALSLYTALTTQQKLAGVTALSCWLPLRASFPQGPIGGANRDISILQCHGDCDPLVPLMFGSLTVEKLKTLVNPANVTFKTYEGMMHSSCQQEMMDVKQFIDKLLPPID
# Numbers without * were called inactive; x = not tested or not shown. These rows are one share of the data; count on the stated rates, not on these rows.
canonical_smiles	Fam108B counter	PME-1 inh	PAFAH1B3 FP inh	PAFAH2 FP inh	PAFAH1B2 FP inh	PAD4 inh	LYPLA1 counter	GSTO1 inh	pPAFAH inh
CSc1ccc(/C=C(/NC(=O)c2ccco2)C(=O)N2CCOCC2)cc1	1	2	8	-1	0	-8	1	5	1
COc1ccccc1-c1noc(-c2ccncc2)n1	3	3	8	-5	-3	-9	-1	-10	7
Cc1ccc(/C=N/NC(=O)c2nnn(-c3nonc3N)c2C(C)C)o1	1	7	1	8	4	4	0	0	3
N#Cc1c(-c2ccccc2)nc(SCC(=O)NC2CCCCC2)[nH]c1=O	0	0	5	-4	8	-4	-3	-11	1
COC(=O)c1c(NC(=O)COC(=O)Cn2cnc3ccccc32)sc2c1CCCC2	8	-8	-1	1	-3	1	0	4	-1
Cc1onc(-c2c(F)cccc2Cl)c1C(=O)NCc1ccccc1	2	-2	-1	-1	1	-3	5	10	-2
Cc1ccc2nc(-c3ccc(NS(=O)(=O)c4c(C)n(C)c(=O)n(C)c4=O)cc3)sc2c1	-5	-1	3	1	-2	0	-4	-10	4
COc1cc2c(cc1OC)C(C(=O)NC1CC1)C1c3ccccc3CCN1C2=O (centres undefined)	1	0	-2	1	-5	-3	2	5	3
CCOC(=O)c1cc(-c2ccccc2)sc1NC(=O)CC(C)C	-1	-1	3	-2	2	4	0	0	-3
COc1ccc2c3n([n+]([O-])c2c1)CCN=C3c1ccc(Cl)cc1	0	0	-3	-8	4	-5	2	0	7
CCCNC(=O)c1ccccc1C(=O)NC1(C(=O)NCCC)CCCC1	-6	-5	8	-7	5	-5	3	14	-5
O=[N+]([O-])c1ccc(Cl)c(/C=N/N2CCN(Cc3ccc(Cl)cc3)CC2)c1	-1	1	7	8	6	-5	4	7	-2
CC(=O)Nc1ccc(S(=O)(=O)Nc2ccccc2C(=O)N2CCCCCC2)cc1	-1	-2	8	4	1	0	-5	8	0
COc1cc(NC(=O)COc2ccccc2Cl)ccc1NC(=O)C(C)C	3	3	2	8	1	-3	3	10	3
O=C(CN1CCN(c2ccccn2)CC1)Nc1cccc(S(=O)(=O)N2CCOCC2)c1	-5	9	-4	6	-1	-5	3	3	0
O=C(O)CN1C(=O)C(=O)N(Cc2ccc(C(F)(F)F)cc2)C1=O	-1	-2	-4	-3	6	-4	0	6	1
Cc1cc(C)n(S(=O)(=O)c2ccc3ccccc3c2)n1	-4	4	5	12	-4	-3	-4	-4	6
COCCCn1c(C)c(C(C)=O)cc(NC(=O)c2ccccc2)c1=O	-3	3	6	1	5	1	-1	1	4
COc1cc2c(cc1OC)CN(C(=O)c1cccc([N+](=O)[O-])c1)CC2	-3	5	5	-2	2	1	2	0	4
COc1ccc(/C=C/C(=O)Nc2cccc(S(=O)(=O)NC3=NCCCCC3)c2)c(OC)c1	x	-26	0	-10	0	-6	-13	x	-11
O=C1C(CSCc2ccccc2)NC(=S)N1c1ccccc1 (centres undefined)	71*	89*	x	x	x	-3	29*	7	37*
CCc1ccc(Oc2coc3cc(OC(=O)c4cc5ccccc5oc4=O)ccc3c2=O)cc1	-3	2	7	5	2	-9	4	1	6
Nc1c(N2CCCCC2)c(=O)[nH]c(=O)n1-c1ccccc1	-4	-5	3	8	3	-1	4	-2	2
Cc1cc(C)c(S(=O)(=O)NCC(=O)O)cc1C	-4	-4	7	5	5	3	-2	4	7
Cn1c(=O)cc(SCC(=O)NCc2cccnc2)c2ccccc21	4	4	3	-11	-3	-8	4	-3	-2
O=C(c1ccco1)N1CCN(Cc2cc(=O)c(OCc3cccc(F)c3)co2)CC1	-1	2	-4	1	8	-3	0	11	9
Cc1ccccc1C(=O)Nc1c(-c2cccs2)c(=O)c2ccccc2n1C	0	-2	4	-2	1	4	-4	6	2
C#C[C@]1(OC(C)=O)CCC2C3CCC4=CC(=O)CC[C@@H]4C3CC[C@@]21C (some centres undefined)	2	-8	1	-11	1	0	5	-4	0
Cc1ccc(NS(=O)(=O)c2ccc3c(c2)oc(=O)n3C)cc1F	2	1	1	8	5	-3	-1	32	31*
C/C(=N\NC(=O)c1c[nH]c2ccccc12)c1ccc2c(c1)OCO2	-1	-5	-9	6	-2	3	-3	2	2
CC(C)(C)c1ccc(OCCCC(=O)NNC(=O)c2ccccc2O)cc1	4	-3	9	0	27*	-1	-1	-6	28*
CN1CCN(C(=O)CN2C(=O)CC(C)(C)S(=O)(=O)c3ccccc32)CC1	-4	-3	8	4	-2	4	-3	-3	1
CCc1ccc(-n2c(O)cnc2Nc2nc(C)cc(C)n2)cc1	4	0	-3	-2	2	2	-1	2	1
CCn1c(SCC(=O)Nc2nccs2)nnc1-c1ccco1	3	4	5	5	-3	-2	0	10	1
COc1cc(C(=O)O[C@H]2CC(C)=CC[C@@]3(C)CC[C@@](O)(C(C)C)[C@H]23)ccc1O	4	-2	-3	1	34*	0	-4	5	6
Cc1cc(C(=O)O)ccc1[N+](=O)[O-]	x	-4	9	4	5	-6	0	x	-3
COc1cc(/C=N/Nc2nc(C)cc(=O)[nH]2)ccc1OC(=O)c1cccnc1	0	0	12	0	8	-2	-2	-6	5
Cc1nnc(Nc2ccc(O)cc2)[nH]c1=O	4	6	11	-4	4	1	-2	11	3
O=P(O)(O)c1cc(-c2ccccc2)oc1-c1ccccc1	-1	3	4	-4	1	1	1	5	4
Cc1cc(NC(=O)c2cccs2)ncc1NC(=O)C(C)(C)C	-1	1	4	-10	1	-1	0	2	6
COc1ccc(-c2csc3ncnc(Oc4ccc5c(C)cc(=O)oc5c4)c23)cc1	-8	4	4	-2	4	-2	0	-1	-4
Cc1cc(C)cc(N(CC(=O)Nc2ccc(C(F)(F)F)cc2)S(=O)(=O)c2c(C)[nH]c(=O)[nH]c2=O)c1	-2	-6	-1	0	3	5	-5	-12	28*
Cc1ccc(-n2ccc(-c3nn(-c4ccccc4)ccc3=O)n2)cc1	0	-2	4	6	2	-1	-4	2	2
O=C(Nc1ccccc1)Nc1ccno1	0	2	-2	-7	0	5	1	-12	5
Cn1nc(-c2ccc(Cl)cc2)c2cc(C(=O)N3CCOCC3)sc21	1	-10	6	10	-2	-2	-4	0	10
COc1ccc(OCC(=O)Nc2ccc3c(c2)C(=O)NC3=O)cc1	3	-16	14	2	-2	-7	2	-5	1
O=C(Cn1c(=O)oc2ccccc21)N1CCN(c2ccc(N3CCOCC3)nn2)CC1	5	-1	-3	6	3	2	-4	-4	-6
COc1ccc(-c2cc(C(F)(F)F)n3ncc(C(=O)NCc4ccco4)c3n2)cc1	-7	-7	1	3	1	-1	-7	-17	-3
COc1ccc(CC(=O)OC(C)CN2CCCC2)cc1 (centres undefined)	7	-3	-4	-2	-2	4	0	0	-2
COc1ccc(/C=C/C(=O)OCC(=O)c2c[nH]c3ccccc23)cc1	x	-12	2	-8	-4	-4	-6	x	-3

# Remaining list, next part:
canonical_smiles	Fam108B counter	PME-1 inh	PAFAH1B3 FP inh	PAFAH2 FP inh	PAFAH1B2 FP inh	PAD4 inh	LYPLA1 counter	GSTO1 inh	pPAFAH inh
Cn1nc(C(F)(F)F)c2cc(NC(=O)OCc3ccc(F)cc3)sc21	-1	-8	-4	0	8	-1	-8	2	-2
COc1ccccc1-c1cc(C(=O)Nc2cccnc2Cl)no1	1	-3	3	-3	1	-1	2	5	0
CCSc1nc2sc3c(c2c(=O)[nH]1)CCCC3	0	3	8	-1	3	-2	4	-17	6
CN(C)CCCNc1ccc(-c2cc(Nc3cccc(Cl)c3)ncn2)cn1	5	1	6	1	0	-3	-5	0	3
Cc1cc(C(=O)NCC(=O)OCC(=O)NCC2CCCO2)ccc1[N+](=O)[O-] (centres undefined)	x	-2	15	0	3	1	5	x	1
COc1cc(Cl)ccc1OCc1cc(C(=O)N2CCN(C)CC2)no1	1	4	-3	0	4	6	4	4	2
COc1ccc(N2CCN(Cc3cc(=O)c(OCC(=O)NC4CCCC4)co3)CC2)cc1	0	3	3	5	8	6	-1	-1	-1
C[C@H](CO)N1C[C@H](C)[C@@H](CN(C)Cc2ccc(Oc3ccccc3)cc2)Oc2c(NS(=O)(=O)c3cn(C)cn3)cccc2C1=O	x	x	9	13	-5	0	x	x	15
COc1ccc(C(=O)NC(=S)Nc2cc3oc4ccccc4c3cc2OC)cc1	-1	-3	7	-6	-2	-3	3	-1	7
COCCn1c(SCC(=O)Nc2c(C)n(C)n(-c3ccccc3)c2=O)nc2ccccc2c1=O	x	-5	-1	-3	3	-4	-1	x	-2
C/C=C/c1ccc(O)c(OC)c1	1	-2	14	-2	2	-7	-1	2	5
COc1ccc(NC(=O)C2Cc3cc(S(=O)(=O)N4CCCCC4)ccc3N2C(C)=O)cc1Cl (centres undefined)	-22	-6	-1	-1	-3	-1	-9	-7	1
Cc1c(N(C(=O)c2cnccn2)C2(C(=O)NC3CCCC3)CCCCC2)c(=O)n(-c2ccccc2)n1C	0	2	1	0	3	-1	0	4	4
Nc1ccc(C(=O)N/N=C/c2ccccc2)cc1	0	0	5	-8	3	2	-4	-7	6
CCOc1ccc(-c2n[nH]c(=S)n2/N=C/c2cc3c(cc2[N+](=O)[O-])OCO3)cc1	4	2	-2	15	1	-5	-2	8	14
CCN(Cc1ccccc1)C(=O)c1cc(S(=O)(=O)N2CCOCC2)cn1C	5	0	6	3	13	-3	1	1	-2
O=C(Cn1nnc2ccccc21)NCc1ccccc1	-3	2	4	-1	0	-1	3	0	5
Cc1ccc2nsnc2c1NC(=O)c1ccc(-c2cc(Cl)ccc2Cl)o1	-11	-16	-6	-3	-3	-7	-6	1	3
O=C(CN1C(=O)NC2(CCCC2)C1=O)Nc1ccc(C(F)(F)F)cc1	-1	-8	4	-13	6	-1	1	-4	2
COc1cccc(C(=O)C2CCCN(C(=O)c3cccc(C#CC(C)(C)O)c3)C2)c1 (centres undefined)	-4	6	4	2	1	1	2	0	1
CC(=O)Nc1sc2c(c1C#N)CC(C)(C)NC2(C)C	-1	3	4	-4	-3	-3	-1	-1	2
COc1ccc(-c2ccc(C(=O)O)o2)c([N+](=O)[O-])c1	-1	6	-4	1	3	-10	0	10	4
COC(=O)C/C(O)=C(/N=Nc1cccc(C(F)(F)F)c1)C(=O)OC	1	-6	13	-12	4	-4	-1	5	5
CCN(CC(=O)NCc1cccs1)C(=O)c1cccc(S(=O)(=O)N2CCc3ccccc32)c1	-2	4	2	-2	3	5	2	-1	2
CCC(c1nnc(SCC(=O)Nc2ccc(C(C)=O)cc2)n1C1CCCCC1)N(C)C (centres undefined)	2	4	5	5	2	1	-2	-6	11
COc1ccc2c(-c3cc4ccc(OCc5ccc(F)cc5)cc4oc3=O)cc(=O)oc2c1	-1	-5	6	-2	2	2	1	11	-1
CC(/C=N/n1c(-c2ccccn2)n[nH]c1=S)=C\c1ccccc1	1	1	x	x	x	-3	-3	-10	6
O=C(CCN1C(=O)/C(=C/c2ccc(Cl)cc2)SC1=S)Nc1cccc(C(=O)O)c1	-1	0	-4	3	8	-8	1	16	4
